NIH3T3 tox: Cytotoxic Profiling in NIH 3T3 Cell Line of Diverse Libraries Using Quantitative High-Throughput Screening; NIH 3T3 viability, CellTiter-Glo ATP luminescence, 48-72 h; Potency, µM (titrated, usually from 96.7 µM), inactives show at the highest dose activity change, negative = cytotoxicity, usual class: inhibitors; 4.3% of 94,000 active; AID 1345082, 2018; note: potency is the fitted concentration of half-maximal effect; nearly all actives have a fitted effect of over 55% in size
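Cytotoxicity is measured as loss of cellular ATP: NIH 3T3 cells (400/well) are exposed to compound for 48 or 72 hr at 37 °C, then CellTiter-Glo luminescence is imaged after 10 min at room temperature.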
SNCA expr inh: Primary qHTS assay for inhibitors of alpha-synuclein gene (SNCA) expression. HEK-293 SNCA-luciferase knock-in, luminescence, 24 h. Potency, µM (titrated, usually from 57.2 µM), for the others: at the top dose activity change, negative = inhibition, usual class: inhibitors. 0.17% of 140,000 active. AID 1671194, 2021;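 note: potency is the fitted concentration of half-maximal effect; plate controls were DMSO cells for no effect and cell-free wells for full effect; nearly all actives have a fitted effect of over 45% in size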
IP6K1 inh: Primary qHTS assay for small molecule inhibitors of Inositol hexaphosphate kinase 1 (IP6K1); Inositol hexakisphosphate kinase 1 (Homo sapiens), Q92551; IP6K1 kinase, ADP-Glo luminescence, 2 h; stronger effect = lower value; activity change, % (series mostly up to about 58 µM); 0.81% of 140,000 active; in the data active = activity change below about -25%
Target sequence (Q92551 whole entry, looked up): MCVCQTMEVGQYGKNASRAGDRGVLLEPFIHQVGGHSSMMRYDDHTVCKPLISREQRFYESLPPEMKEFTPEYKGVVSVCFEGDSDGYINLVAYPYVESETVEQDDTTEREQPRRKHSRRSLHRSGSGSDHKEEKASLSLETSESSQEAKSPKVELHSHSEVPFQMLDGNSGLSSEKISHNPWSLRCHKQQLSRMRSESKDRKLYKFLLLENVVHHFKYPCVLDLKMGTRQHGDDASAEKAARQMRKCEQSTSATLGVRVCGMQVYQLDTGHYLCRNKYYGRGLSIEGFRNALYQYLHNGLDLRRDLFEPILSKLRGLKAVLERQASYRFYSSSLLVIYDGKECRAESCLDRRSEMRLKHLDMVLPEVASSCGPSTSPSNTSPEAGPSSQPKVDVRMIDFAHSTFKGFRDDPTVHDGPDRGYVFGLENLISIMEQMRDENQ
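ADP-Glo luminescence measures ADP made by human IP6K1 during a 2 h RT reaction with ATP/IP6 (mix at 1.3 mM/130 uM); top library doses 57.5 and 19.1 uM final.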
FLuc inh: Firefly luciferase inhibition profiling of diverse chemical library using quantitative high-throughput screening | Luciferin 4-monooxygenase (Photinus pyralis), P08659 | purified P. pyralis luciferase, luminescence, biochemical | Potency, µM (top dose mostly 115 µM), inactives show at the top dose activity change, negative = inhibition, usual class: inhibitors | 2.5% of 76,000 active; note: potency is the fitted concentration of half-maximal effect; nearly all actives have a fitted effect of over 65% in size
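FLuc 10nM, D-luciferin 10uM, ATP 10uM, Mg acetate 10mM, Tris acetate pH 7.5, Tween/BSA; cpd qHTS; enzyme added last; CCD luminescence.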
SNCA viab count: GF-AFC viability counterscreen for inhibitors of alpha-synuclein gene (SNCA) expression; HEK-293-SNCA-luc viability, GF-AFC fluorescence, 24 h; Potency, µM (doses to about 57.1 µM), without a hit: top-dose activity change, negative = cytotoxicity, actives largely listed as cytotoxic; 0.12% of 150,000 active; AID 1671193, 2021;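 note: potency is the fitted concentration of half-maximal effect; 0% = DMSO-treated cells and -100% = medium-only wells without cells; nearly all actives have a fitted effect of over 30% in size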
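Cytotoxicity counterscreen: after 24 h compound treatment of genome-edited SNCA-luciferase HEK-293 cells, live-cell protease substrate GF-AFC read by fluorescence after 30 min; activity scaled between DMSO (0%) and medium-only (-100%), curves Hill-fitted.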
HEK293 tox: Cytotoxic Profiling in HEK 293 Cell Line of Diverse Libraries Using Quantitative High-Throughput Screening; HEK 293 viability, ATP luminescence (CellTiter-Glo), 48-72 h; Potency, µM (titrated, usually from 115 µM), for inactives: top-dose activity change, negative = cytotoxicity, hits mostly inhibitors; 6.6% of 94,000 active; AID 1345083, 2018; note: potency is the fitted concentration of half-maximal effect; nearly all actives have a fitted effect of over 60% in size
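Viability of HEK 293 cells, plated at 250 cells/well, was judged by cellular ATP after compound treatment for 48 or 72 hr. Luminescence was imaged 10 min after CellTiter-Glo addition at room temperature.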
GPT2 inh: Primary qHTS assay for inhibitors of Glutamate pyruvate transaminase 2 (GPT2) | Alanine aminotransferase 2 (Homo sapiens), Q8TD30 | Potency, µM (doses to about 57.7 µM), for inactives: top-dose activity change, negative = inhibition, usual class: inhibitors | 0.25% of 100,000 active | AID 1671188, 2021 | Recombinant GPT2, coupled pyruvate oxidase/HRP Amplex Red fluorescence; note: potency is the fitted concentration of half-maximal effect; nearly all actives have a fitted effect of over 60% in size; many of its hits are not listed in these tables
Target sequence (Q8TD30 whole entry, looked up): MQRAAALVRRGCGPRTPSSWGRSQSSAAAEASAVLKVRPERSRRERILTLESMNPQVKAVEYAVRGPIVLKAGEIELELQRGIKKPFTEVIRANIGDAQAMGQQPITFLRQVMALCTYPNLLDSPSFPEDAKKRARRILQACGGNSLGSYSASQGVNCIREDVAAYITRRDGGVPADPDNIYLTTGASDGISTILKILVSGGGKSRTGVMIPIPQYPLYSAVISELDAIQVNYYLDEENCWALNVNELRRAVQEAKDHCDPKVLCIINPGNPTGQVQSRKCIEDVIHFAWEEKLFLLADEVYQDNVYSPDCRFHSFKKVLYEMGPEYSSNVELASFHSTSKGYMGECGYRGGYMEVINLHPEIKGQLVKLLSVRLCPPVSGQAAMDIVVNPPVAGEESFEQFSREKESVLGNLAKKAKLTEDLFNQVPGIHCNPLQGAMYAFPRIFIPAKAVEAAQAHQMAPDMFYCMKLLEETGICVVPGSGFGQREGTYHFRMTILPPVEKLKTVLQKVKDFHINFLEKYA
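Recombinant GPT2 (10ng/uL) with 250uM a-KG and 2mM L-alanine, 30 min at room temperature, in HEPES pH 7.5 buffer. Pyruvate detected by pyruvate oxidase/HRP/Amplex Red fluorescence after 30 min in the dark; AOA (50uM) as positive control.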
Active calls of the source: *; i = inactive; ? = inconclusive; · = not tested or not shown; [ ] = remark or other dose. Unless noted, calls come from the whole dose curve; as a rule, active = well fitted curve in the direction sought with a large enough effect; inconclusive = small, poorly fitted or top-dose-only effect, or another doubt; inactive = no such curve, though single readings can be large; an effect the other way counts as inactive or inconclusive. Unless noted, % is set by controls: 0 for no effect and ±100 for the full control effect.

structure | NIH3T3 tox | SNCA expr inh | IP6K1 inh | FLuc inh | SNCA viab count | HEK293 tox | GPT2 inh
COc1ccc(-c2cccc(C(=O)N3CCN([S+](=O)([O-])c4ccccc4)CC3)c2)nn1 | -17% | · | 8 | · | · | ? | ·
c1ccc(CN2CCC[C@H]2c2nc(-c3ccnc(N4CCOCC4)c3)no2)nc1 | 35µM* | 32%[activator][87.6 µM] | -1 | -15%[172 µM] | -10%[87.6 µM] | ? | i
O=C(CCCc1c[nH]c2ccccc12)N1CCC2(CC1)CC(CCOCC1CC1)CCO2 (centres undefined) | ? | 3% | 20 | · | -6% | ? | ?
O=C(Nc1cccc(Cl)c1)C1CCCCN1Cc1ccc(-c2cccs2)cc1 (centres undefined) | ? | 7% | -13 | · | -6%[12.5 µM] | 28µM* | -4%
CCn1c2c(c(=O)n1Cc1ccccc1)CCN(C(=O)CCc1ccccn1)C2 | ? | -8%[87.6 µM] | 5 | 0%[172 µM] | 4%[87.6 µM] | i | -6%[88.5 µM]
CCC(=O)N1CCCN(S(=O)(=O)c2ccccc2)CCC(=O)NCC1 | -7% | 8% | 7 | -2% | 0% | i | i
Cc1cc(=O)n(CC(=O)Nc2ccc(F)c(Cl)c2)c(N2CCc3ccccc3C2)n1 | -2% | ? | 7 | 1% | -15% | ? | i
Cc1cc(CC(C)NC(=O)Cc2c(C)[nH]c3ccccc23)n[nH]1 (centres undefined) | -21% | 9% | 4 | 4% | 1% | i | -14%
O=C1CC(c2ccccc2)N(C(=O)CNC(=O)c2cnccn2)CCCCCCN1 (centres undefined) | 0% | 25% | 2 | 6% | 2% | -3% | 2%
COc1ccc(OC)c(NC(=O)Cn2ccn3nc(-c4ccccc4)c(CO)c3c2=O)c1 | -14% | -5% | 43 | -4% | 3% | -14% | ?
NC(=O)C1CCN(C(=O)C2CCCN(S(=O)(=O)c3ccccc3)CCC(=O)NCC2)CC1 (centres undefined) | i | 40%[activator] | 4 | 0% | 2% | 5% | -11%
Cc1cc(=O)[nH]c2nnc(SCc3ccc(C(F)(F)F)cc3)n12 | · | -8% | -10 | · | 6% | · | ·
COc1ccc(F)cc1-c1ccc(CN2CCC(NC(=O)c3cccnc3)C2)cc1 (centres undefined) | ? | · | 6 | · | · | 50µM* | ·
Cc1cc(N2CCOCC2)ccc1Nc1nc(NC2CCCCC2)c2[nH]cnc2n1 | · | · | -47* | · | -27% | · | -5%
COc1cc(OC)cc(-c2nc3n(n2)C(c2ccccc2F)C(C(=O)Nc2cccnc2)=C(C)N3)c1 (centres undefined) | · | -2% | -4 | · | -11% | · | ·

An excerpt of the results above, for reference:
structure | NIH3T3 tox | SNCA expr inh | IP6K1 inh | FLuc inh | SNCA viab count | HEK293 tox | GPT2 inh
Cc1cc(CC(C)NC(=O)Cc2c(C)[nH]c3ccccc23)n[nH]1 (centres undefined) | -21% | 9% | 4 | 4% | 1% | i | -14%
O=C1CC(c2ccccc2)N(C(=O)CNC(=O)c2cnccn2)CCCCCCN1 (centres undefined) | 0% | 25% | 2 | 6% | 2% | -3% | 2%
COc1ccc(OC)c(NC(=O)Cn2ccn3nc(-c4ccccc4)c(CO)c3c2=O)c1 | -14% | -5% | 43 | -4% | 3% | -14% | ?
NC(=O)C1CCN(C(=O)C2CCCN(S(=O)(=O)c3ccccc3)CCC(=O)NCC2)CC1 (centres undefined) | i | 40%[activator] | 4 | 0% | 2% | 5% | -11%
Cc1cc(=O)[nH]c2nnc(SCc3ccc(C(F)(F)F)cc3)n12 | · | -8% | -10 | · | 6% | · | ·
COc1ccc(F)cc1-c1ccc(CN2CCC(NC(=O)c3cccnc3)C2)cc1 (centres undefined) | ? | · | 6 | · | · | 50µM* | ·
Cc1cc(N2CCOCC2)ccc1Nc1nc(NC2CCCCC2)c2[nH]cnc2n1 | · | · | -47* | · | -27% | · | -5%
COc1cc(OC)cc(-c2nc3n(n2)C(c2ccccc2F)C(C(=O)Nc2cccnc2)=C(C)N3)c1 (centres undefined) | · | -2% | -4 | · | -11% | · | ·

(further entries)
structure | NIH3T3 tox | SNCA expr inh | IP6K1 inh | FLuc inh | SNCA viab count | HEK293 tox | GPT2 inh
CCN1c2cc(C(=O)Nc3ccccc3)ccc2C(=O)N2CCCCCC21 (centres undefined) | ? | 24% | 12 | -6% | 15%[12.5 µM] | 40µM* | i
CCNC(=O)C1C(c2cccc(NC(=O)c3ccc(F)cc3)c2)OC(=O)N1Cc1cccc(Cl)c1 (centres undefined) | -32% | 6% | -9 | -25% | -4% | -17% | i
CCCc1ccc(OCC(=O)Nc2sc3c(c2C(=O)OC)CCCCC3)cc1 | · | -1% | 9 | · | -2% | · | ·
O=C(c1ccc(F)cc1)N1CCCC(c2nn(-c3cccc(Cl)c3)c(=O)[nH]2)C1 (centres undefined) | ? | 29% | 4 | 6% | -15% | ? | 4%
COc1ccc(Cn2c(C(=O)O)c(CNCCc3cccs3)c3ccc(C)cc32)cc1 | · | ? | 9 | · | ? | · | ·
COCCC(=O)N[C@@H]1CN(c2ccncn2)C[C@H]1CO | 1% | -10% | 4 | 0% | -2% | i | -8%
Cc1cnc(CC2CCCN(C(=O)c3ccn[nH]3)C2)n1Cc1ccccc1 (centres undefined) | -10% | 57%[activator] | -10 | ? | -1% | i | i
COc1ccc(C(=O)NCCC2CCN(C(=O)Nc3ccc(F)cc3F)CC2)cc1OC | -1% | 4% | 6 | -2% | -12% | 4% | i
COc1ccc(-c2nocc2CCC(=O)NCCc2ccc(S(N)(=O)=O)cc2)cc1 | -19% | 4% | -1 | ? | 9% | 0% | i
COc1cccc(-n2c(SCC(=O)N3CCc4ccccc43)nc3c([nH]c4ccccc43)c2=O)c1 | · | 1% | -8 | · | 8% | · | ·
CC(C)NC(=O)N1CCOc2ccc(CCC(=O)NCCc3cccnc3)cc2C1 | -10% | -2% | -7 | 3% | -9%[12.5 µM] | -20% | 4%
Cc1nc(-c2ccc(Cl)cc2)n(Cc2ccc(F)cc2F)c(=O)c1CCO | ? | 9% | -10 | -3% | 5% | 35µM* | 4%
CN(CC1CCOC1)C(=O)Nc1cccc(Cl)c1F (centres undefined) | i | 31%[activator] | 17 | -5% | 5% | 2% | i
Cc1ccc(C(=O)N2CCn3c(nnc3[C@@H]3C[C@@H](O)CN3Cc3ccccc3)C2)cn1 | 3% | -9% | -8 | 4% | -1%[12.5 µM] | ? | i
Cc1cc(NC(=O)N2C[C@@H](F)C[C@H]2C(=O)N2CCCCC2)ccc1Br | -3% | ? | 0 | -7% | -20% | -1% | i
Cc1noc2c(N3CC[S+](=O)([O-])CC3)cc(-c3ccccc3)nc12 | ? | 2%[87.6 µM] | -9 | -23%[172 µM] | -2%[87.6 µM] | 2%[172 µM] | 0%[88.5 µM]
CN(C)Cc1nnc(C2CCN(C(=O)Nc3cccc(C#N)c3)CC2)n1C | -12% | -4% | 27 | 2% | -2% | -16% | -13%
CCC(C)NC(=O)N1CCC2(CC1)CN(Cc1ccc(OC)cc1)C2=O (centres undefined) | -19% | -1% | -12 | · | -1% | -4% | i
CCCNC(=O)CCc1cc2cc(OC)ccc2[nH]c1=O | i | -12% | 5 | -1% | 0% | 1% | 5%
CCC1(N2CCN(C(=O)Nc3cc(Cl)ccc3OC)CC2)CCN(C(=O)NC)C1 (centres undefined) | -30% | -5% | -5 | -13% | ? | -11% | i
CC(=O)c1ccc(N2CCN(S(=O)(=O)c3cc(-c4onc(C)c4C)ccc3C)CC2)cc1 | · | ? | 2 | · | -1% | · | ·
Cc1nc(-c2cccc(NC(=O)Nc3ccc([N+](=O)[O-])cc3)c2)no1 | · | ? | -1 | · | ? | · | ·
O=C(NC[C@H]1Cn2c(-c3ccc(Cl)cc3)cnc2CO1)Nc1ccccc1 | ? | -1%[87.6 µM] | 10 | -6%[172 µM] | -30%[87.6 µM] | 63µM* | i
O=C(NCc1c[nH]c2ncccc12)C1CCCC1 | -16%[138 µM] | -13%[87.6 µM] | -1 | -4%[172 µM] | -5%[87.6 µM] | -1%[172 µM] | i
COc1ccc(-c2cc(N3CCC(NC(=O)c4ccc(OC)c(F)c4)CC3)n[nH]2)cc1 | -16% | 11% | 30 | -6% | -1% | -13% | i
Cc1ccc(CNC(=O)CSc2nc(=O)n(Cc3ccco3)c3c2CCC3)cc1 | · | -9% | 6 | · | 16% | · | ·
CCC(=O)N1CCc2cc(Br)cc(S(=O)(=O)N3CCC(C(=O)N(CC)CC)CC3)c21 | · | 2% | -13 | · | 5% | · | ·
CCNC(=O)N1CCCC(c2noc(COc3ccccc3)n2)C1 (centres undefined) | -28% | -33% | 8 | 32µM* | -15%[12.5 µM] | -11% | i
COc1ccc2c(c1)CN(C(=O)NCc1ccccc1)CC[C@H]1COC(=O)N21 | -16%[138 µM] | 27%[87.6 µM] | -7 | -1%[172 µM] | 3%[87.6 µM] | i | -4%[88.5 µM]
CCOC(=O)c1cc(-c2ccccc2)n(-c2cccc(C(=O)N(CC)c3ccccc3)c2)c1C | · | 4% | 2 | · | 17% | · | ·
Cc1ccccc1Nc1cc(C(=O)NC2CCCCC2)c2ccccc2n1 | · | -12% | 29 | · | -16% | · | ·
CC1CCC2(CC1)NC(=O)N(CC(=O)Nc1ccc(C(C)C)cc1)C2=O (centres undefined) | ? | -10% | 0 | 1% | -11% | 28µM* | -17%
O=C(c1ccccc1F)N1CCN(CCn2nc3n(c2=O)CCCC3)CC1 | 1% | · | -12 | · | · | 1% | ·
Cc1ccc(C)c(C(=O)N(C)CC2CCOCC2)c1 | 1% | ? | 23 | -1% | 7% | -1% | i
O=C(C1CCCN([S+](=O)([O-])c2cccs2)C1)N1CCC(c2nc3ccncc3[nH]2)C1 (centres undefined) | -8% | -17% | -13 | · | -5% | i | -3%
CCN1C(=O)CN(C(=O)c2cccs2)CC12CCOCC2 | -22% | ? | -5 | · | -6% | -12% | i

From PubChem BioAssay

This is a random part of the collection; about 7.7% have a hit in one of these screens.
